D2 antag – HTS Assay for Allosteric Antagonists of the Human D2 Dopamine Receptor: Primary Screen for Antagonists | inhibition, % at 10 µM | AID 485344, 2010 | D(2) dopamine receptor (Homo sapiens), P14416 | HEK293 TREx D2 cells, calcium flux, dopamine EC80 | 340,000 compounds, 2% hits; in the data active means inhibition above about 30%; further: 0% is about no effect
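Cells plated overnight at 30 C with tetracycline; no-wash calcium dye, 30–90 min RT; 10 s baseline; compound pinned; 180 s read; EC80 dopamine added; another 180 s read.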
LDHA block – qHTS assay for inhibitors of human lactate dehydrogenase; L-lactate dehydrogenase A chain (Homo sapiens), P00338; purified LDHA, NADH/diaphorase-resazurin fluorescence; active compounds read low; activity change, % (values are at about 110 or 230 µM); 480,000 compounds, 0.15% hits; in the data active means activity change below about -30%; inconclusive means mostly about -25% to -30%;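 further: plate controls were DMSO wells for no effect and wells without enzyme for full effect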
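Remaining NADH was detected by diaphorase (0.133 mg/mL) converting 37 µM resazurin to fluorescent resorufin, read at 0 and 20 minutes. The preceding 5-minute room-temperature reaction used 2 nM LDHA, 0.2 mM sodium pyruvate and 0.06 mM NADH at pH 7.4.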
Glioma ERSR ind – qHTS for Inducers of the Endoplasmic Reticulum Stress Response (ERSR) in Human Glioma: qHTS; U87-MG GRP78 promoter luciferase reporter, 16 h; 420,000 compounds, 0.02% hits; AID 602332, 2012; Potency, µM, for the others: at the top dose activation, usual class: activators; further: potency means the concentration at half of the fitted maximal effect; series mostly up to about 76 µM; % of control where 0% means no effect; nearly all actives have a fitted effect of over 35% in size
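Stably transfected U87-MG glioma cells carrying a GRP78-based luciferase sensor; 16 h compound incubation. Luminescence end-point read 10 min after Bright-Glo addition at room temperature.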
D2 ag – HTS Assay for Allosteric Agonists of the Human D2 Dopamine Receptor: Primary Screen for Agonists; HEK293 T-REx D2 cells, calcium flux agonist mode; AID 485358, 2010; D(2) dopamine receptor (Homo sapiens), P14416; activation, % at 2 µM; 340,000 compounds, 0.53% hits;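 active means activation over 3 SD above normal in the single-dose calcium agonist read, cut at about 30% in these data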; further: 0% is about no effect
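Calcium-flux readout, 1 cycle/sec over 180 s following compound pin transfer, in inducible HEK293 Trex D2 cells (force-coupled); dopamine controls included. Positive calcium responses during this window marked compounds as potential agonists.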
Vif-APOBEC3G blk – qHTS for Inhibitors of Vif-A3G Interactions: qHTS. HeLa A3G-eYFP + Vif (tagged APOBEC3G with the HIV-1 protein that degrades it), YFP fluorescence, overnight. AID 602310, 2012. 410,000 compounds, 0.076% hits. Potency, µM (doses to about 46.1 µM), for the others: at the highest dose activity, negative = active, most hits filed as inhibitors. DNA dC->dU-editing enzyme APOBEC-3G (Homo sapiens), Q9HC16;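 further: potency means the concentration at half of the fitted maximal effect; on the % scale 0 is the no-effect control and ±100 the full control effect; nearly all actives have a fitted effect of over 60% in size; hits raise eYFP signal because A3G escapes Vif-driven loss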
Target sequence (Q9HC16 whole entry, looked up): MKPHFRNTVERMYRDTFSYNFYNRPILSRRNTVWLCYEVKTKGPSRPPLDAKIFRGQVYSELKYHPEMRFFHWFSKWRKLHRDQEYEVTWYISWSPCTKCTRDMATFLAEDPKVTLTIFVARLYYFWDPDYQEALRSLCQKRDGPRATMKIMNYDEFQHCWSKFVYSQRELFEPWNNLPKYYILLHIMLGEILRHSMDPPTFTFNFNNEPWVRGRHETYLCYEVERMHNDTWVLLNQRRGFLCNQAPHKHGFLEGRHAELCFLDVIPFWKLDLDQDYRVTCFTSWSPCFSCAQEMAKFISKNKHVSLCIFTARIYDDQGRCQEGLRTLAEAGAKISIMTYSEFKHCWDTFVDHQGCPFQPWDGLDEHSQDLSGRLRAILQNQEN
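HeLa cells stably expressing Vif and C-terminally eYFP-tagged A3G, seeded overnight at 37 deg C, then exposed to compound by pintool overnight at 37 deg C. Rise in yellow fluorescence (Ex 488/Em 500-530, Acumen) marks blocked Vif-driven A3G degradation.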
12-LOX inh – Primary qHTS assay for inhibitors of human arachidonate 12S-lipoxygenase (ALOX12): Round 2 | Polyunsaturated fatty acid lipoxygenase ALOX12 (Homo sapiens), P18054 | purified 12hLO, xylenol orange hydroperoxide absorbance | Potency, µM (series often up to 108 µM), inactives show at the top dose activity change, negative = inhibition, most hits filed as inhibitors | 580,000 compounds, 1.1% hits; further: potency means the concentration at half of the fitted maximal effect; on the % scale 0 is the no-effect control and ±100 the full control effect
Target sequence (P18054 whole entry, looked up): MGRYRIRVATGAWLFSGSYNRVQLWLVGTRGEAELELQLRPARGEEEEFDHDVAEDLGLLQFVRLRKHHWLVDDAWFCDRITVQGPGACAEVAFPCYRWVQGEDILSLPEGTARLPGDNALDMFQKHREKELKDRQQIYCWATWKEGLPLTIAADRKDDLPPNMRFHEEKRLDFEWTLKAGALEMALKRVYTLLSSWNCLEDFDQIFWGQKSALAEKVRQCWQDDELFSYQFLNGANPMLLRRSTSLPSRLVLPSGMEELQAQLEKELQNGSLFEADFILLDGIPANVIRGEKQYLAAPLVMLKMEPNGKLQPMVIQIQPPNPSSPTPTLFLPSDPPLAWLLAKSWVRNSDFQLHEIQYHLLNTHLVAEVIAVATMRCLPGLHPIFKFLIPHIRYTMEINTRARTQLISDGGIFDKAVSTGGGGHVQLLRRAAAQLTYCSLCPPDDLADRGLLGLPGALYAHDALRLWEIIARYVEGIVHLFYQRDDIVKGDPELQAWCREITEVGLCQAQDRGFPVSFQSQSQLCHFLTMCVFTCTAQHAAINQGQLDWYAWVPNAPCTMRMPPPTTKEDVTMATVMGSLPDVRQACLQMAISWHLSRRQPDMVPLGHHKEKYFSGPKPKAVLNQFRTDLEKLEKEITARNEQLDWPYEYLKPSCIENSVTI
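Purified human 12hLO (150 nM final) in 25 mM Hepes, 0.01% Triton X-100, pH 7.0 was preincubated 15 min at room temperature with compound. Then 40 uM arachidonic acid was added, 30 min. Hydroperoxide was read by Fe-XO absorbance ratio 573/405 nm.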
ERG-DNA inh – qHTS for Small Molecule Inhibitors of the ERG Ets/DNA interaction | Transcriptional regulator ERG (Homo sapiens), P11308 | fluorescence polarization, His-ERG Ets domain / labelled DNA | Potency, µM (series often up to 76.9 µM), for the others: top-dose FP activity, negative = inhibition, actives largely listed as inhibitors | 370,000 compounds, 0.028% hits | AID 624246, 2012; active means well fitted inhibition curve with a large enough effect in the polarisation, with a control signal flat; inconclusive means small, poorly fitted or top-dose-only effect, or effect the other way, or a change in a side signal; inactive means no such curve, though single readings can be large or run the other way; the % refers to the polarisation;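 further: polarization taken with two DNA probes labelled with fluorescein and Texas red; potency means the concentration at half of the fitted maximal effect; % of control where 0% means no effect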
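His-tagged ERG Ets domain (1 uM in the protein solution; 300mM KCl, 50mM Tris-HCl, 1mM EDTA, 1mM DTT, pH 7.5) received compound, then a probe mix of 5 nM fluorescein-DNA and 100nM Texas-615-DNA. Fluorescence polarization was read for both dyes.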
RGS4 inh – Inhibitors of Regulator of G Protein Signaling (RGS) 4: qHTS; Transcreener GDP fluorescence polarization, RGS4-accelerated GTP hydrolysis; Potency, µM (series often up to 114 µM), for inactives: top-dose activity change, negative = inhibition, usual class: inhibitors; 390,000 compounds, 0.039% hits; further: potency means the concentration at half of the fitted maximal effect; on the % scale 0 is the no-effect control and ±100 the full control effect; nearly all actives have a fitted effect of over 75% in size; some results filed as inactive show a strong effect at the top dose
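MLSMR compounds (23 nl, pin-transferred) preincubated 10 min at room temperature with a 500nM (2x) first reagent, then RGS4 at 900nM (2x) plus Transcreener GDP mix added; fluorescence polarization (620/688 nm) read before and after 90 min at 30 °C.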
Vif-A3F inh – qHTS for Inhibitors of Vif-A3F Interactions: qHTS. HeLa A3F-eYFP + Vif (tagged APOBEC3F with the HIV-1 protein that degrades it), YFP fluorescence increase. Potency, µM (top dose mostly 46.1 µM), for inactives: at the top dose activity, negative = active. 390,000 compounds, 0.2% hits. AID 602313, 2012; further: potency means the concentration at half of the fitted maximal effect; % of control where 0% means no effect; nearly all actives have a fitted effect of over 65% in size
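HeLa cells stably expressing A3F-eYFP plus Vif, plated and incubated overnight at 37 deg C, then exposed to compounds overnight at 37 deg C. Blocked degradation read as raised yellow fluorescence (Ex 488/Em 500-530).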
* hit, by the source's call; i = inactive; ? = inconclusive; . = not tested or not shown; [ ] = another dose, or the depositor's remark. Unless noted, the call rests on the fitted dose curve; in most records, active means well fitted curve in the direction sought with a large enough effect; inconclusive means small, poorly fitted or top-dose-only effect, or another doubt; inactive means no such curve, though single readings can be large; an effect the other way counts as inactive or inconclusive.

SMILES | D2 antag | LDHA block | Glioma ERSR ind | D2 ag | Vif-APOBEC3G blk | 12-LOX inh | ERG-DNA inh | RGS4 inh | Vif-A3F inh
COc1ccc(C(NC(=O)/C=C/c2ccco2)c2ccc(OC)c(OC)c2)cc1 (configuration not stated) | 20 | -4 | -4% | -1.2 | -2% | 45µM* | -16% | 0% | -18%
COCCNC(=O)C(c1cccs1)N(C(=O)Cn1nnc2ccccc21)c1ccc2c(c1)OCO2 (configuration not stated) | -8 | 5 | 3% | 0.5 | -3% | -17% | -4% | -16% | -8%
CCC(CCC(=O)Nc1ccn(-c2ccccc2)n1)C(=O)O (configuration not stated) | -12 | -6 | 1% | -0.6 | 2% | -3% | 1% | 8% | 6%
Cc1c(Cl)cccc1N1CCn2c1nc1c2c(=O)n(CC(=O)O)c(=O)n1C | . | -3 | -2% | 0.4 | -3% | -15% | -3% | 1% | 0%
CCOC(=O)c1cnn(Cc2ccccc2Cl)c1N | 5 | -15 | 2% | 0.1 | 3% | -7% | -8% | -2% | -2%
COC(=O)c1cc(NC(=O)CN(c2ccccc2OC)S(=O)(=O)c2ccccc2)ccc1Cl | 36* | -1 | -2% | 0.8 | 2% | 7% | -2% | -30% | 5%
Cc1ccccc1OCCOC(=O)c1nc2nccc(C)n2n1 | -3 | -1 | -3% | 0.2 | 3% | 2% | 2% | -1% | 0%
COc1cccc(CC(=O)Nc2c(C(=O)N3CCN(c4ccccc4F)CC3)oc3ccccc23)c1 | . | 4 | -5% | 1.2 | -19% | ? | -2% | -23% | -1%
CSc1ccc(/C=C(/NC(=O)c2ccc(C)cc2)C(=O)Nc2cccc(F)c2)cc1 | -13 | -3 | -4% | 1.2 | -5% | -3% | . | -12% | -17%
O=C(Cn1c(=O)nc(-c2ccccc2F)c2cc(Cl)ccc21)Nc1ccccc1C(F)(F)F | . | -2 | -1% | 1.7 | -4% | -13% | 2% | 0% | 3%
COc1ccc(C(=O)N2N=C(c3cccc(OC)c3)CC2(O)C(F)(F)F)cc1 (configuration not stated) | -8 | -1 | -7% | 1.4 | -5% | -5% | -12% | -4% | 2%
O=C(c1ccc(-n2cncn2)c([N+](=O)[O-])c1)N1CCN(S(=O)(=O)c2ccccc2F)CC1 | -6 | 0 | -3% | 0.7 | 1% | -19% | -11% | -8% | 4%
COc1ccc(Cn2c(=O)[nH]c3cc(C(=O)N4CCN(c5ccccc5F)CC4)ccc3c2=O)cc1 | -23 | -1 | -4% | 7.1 | -1% | -17% | 7% | 13% | ?
CCOC(=O)N1CCN(C(c2ccc(Cl)cc2)c2sc3nc(C)nn3c2O)CC1 (configuration not stated) | -15 | -9 | -1% | -2.5 | 4% | -3% | -5% | 5% | 11%
CN(CCOc1ccc(Cl)cc1)C(=O)CN1C(=O)NC2(CCCC2)C1=O | 15 | -5 | -2% | -0.5 | -2% | ? | -3% | 28% | 1%
COc1cccc2cc(C(=O)NCCc3c(C)[nH]c4ccc(Br)cc34)c(=O)oc12 | . | -3 | 1% | -0.2 | -3% | -17% | 2% | -12% | -7%
O=C(COC(=O)c1ccc(Br)c(S(=O)(=O)N2CCOCC2)c1)NCCc1ccccc1 | . | -4 | -5% | . | 0% | -14% | -5% | 13% | -3%
CSCCC(c1nnnn1-c1c(C)cccc1C)N1CCN(C/C=C/c2ccccc2)CC1 (configuration not stated) | . | -2 | 5% | . | 2% | ? | . | . | .
Cc1c(C)c2ccc(OC(C)C(=O)NCCc3c[nH]c4ccccc34)cc2oc1=O (configuration not stated) | -1 | -5 | 2% | 0.9 | 2% | 11% | 7% | 8% | -1%
CCOC(=O)C1(CCOc2ccccc2)CCN(Cc2ccc(O)c(OCC)c2)CC1 | 39* | -2 | -1% | -0.1 | -3% | . | -1% | -15% | ?
Cc1ccc(-n2nnnc2SCc2ccc(C(=O)O)cc2)cc1C | 30* | -6 | -4% | 1.0 | 3% | 0% | -10% | 7% | 1%
COc1cc(NS(=O)(=O)c2ccc(Br)cc2)c(OC)cc1NC(=O)c1ccco1 | -9 | 18 | -4% | -2.4 | -1% | 11% | -19% | -11% | 0%
O=C(NCc1ccc(Cl)c(Cl)c1)c1cccnc1 | 2 | -5 | -3% | 0.4 | 1% | 97%[activator] | -1% | 0% | 0%
Cc1cc(CN(C)C(=O)CC2C(=O)NCCN2Cc2ccc(F)c(F)c2)on1 (configuration not stated) | 6 | -3 | -4% | -3.6 | 8% | -2% | 1% | 3% | 11%
Cc1ccc(OCCCCn2nnc3sc4c(c3c2=O)CCCC4)cc1 | . | -6 | . | . | . | -27% | -2% | 22% | .
SMILES | D2 antag | LDHA block | Glioma ERSR ind | D2 ag | Vif-APOBEC3G blk | 12-LOX inh | ERG-DNA inh | RGS4 inh | Vif-A3F inh
COc1cccc(OCCn2ccnc2)c1 | 17 | 1 | -3% | 0.4 | 1% | -23% | 0% | -22% | -9%
O=S1(=O)CCN(Cc2ccccc2Cl)CC1 | 0 | -11 | -4% | -0.2 | 2% | 5% | 1% | 10% | -6%
CC1(C)NC(=O)N(CC(=O)Nc2ccc(-c3ccccc3)cc2)C1=O | . | -1 | -2% | . | 2% | 18% | . | . | 1%
CSc1cccc(NC(=O)Cn2nnc(C(=O)NCCc3ccccc3)c2N)c1 | . | -13 | -5% | . | -4% | ? | 8% | -26% | -2%
CCC(Sc1nccn1C)C(=O)Nc1nnc(C)s1 (configuration not stated) | -2 | -1 | -2% | -0.5 | -6% | 6%[57.4 µM] | 13% | -22% | -2%
CCOC(=O)c1ccc(NC(=O)N2CCN(Cc3ccccc3)CC2)cc1 | 44* | -11 | -1% | -0.6 | -1% | -8% | 4% | 29% | 4%
O=C(Nc1ccc(N2CCOCC2)c(Cl)c1)c1ccccc1Cl | -18 | -5 | 0% | -0.1 | -1% | -1% | 1% | 6% | 15%
Cc1nnc(SCc2ccccc2)[nH]c1=O | -4 | -10 | -3% | -0.1 | -1% | -19% | 9% | 13% | 2%
Cc1ccc(Nc2ccncc2S(N)(=O)=O)cc1 | . | -2 | -2% | . | -2% | i | 24% | -8% | -7%
COc1cc2c(-c3cccc(Cl)c3)nc3c(c(C)nn3-c3ccccc3)c2cc1OC | . | -1 | -3% | . | 0% | 3% | -2% | -4% | 2%
CC(=O)Nc1ccc(N2CCC(C)CC2)c([N+](=O)[O-])c1 | -7 | 1 | 1% | 0.2 | 11% | -21% | -10% | -9% | 3%
Clc1ccc(Nc2ncnc3c2cnn3-c2ccccc2)cc1 | 0 | -1 | 2% | 0.3 | -16% | 25µM* | 12% | -11% | ?
CS(=O)(=O)N(CC(=O)Nc1ccccc1C(=O)NCc1ccco1)c1ccc2c(c1)OCCO2 | 8 | -4 | -3% | 0.3 | -26% | 3% | -12% | -17% | -6%
Cc1nc2cc(NCc3cc([N+](=O)[O-])ccc3O)ccc2n1Cc1ccccc1 | -13 | -5 | 2% | -1.0 | -1% | 0% | -1% | 4% | -6%
O=C(CC1C(=O)NCCN1Cc1ccc(F)c(F)c1)NCCn1cccn1 (configuration not stated) | . | -3 | -3% | . | 2% | 14% | 1% | 17% | 12%
CCN(C(=O)COC(=O)c1cccs1)c1c(N)n(Cc2ccccc2)c(=O)[nH]c1=O | -6 | 0 | -7% | 0.4 | 2% | -3% | -9% | 15% | -26%
O=c1[nH][nH]c2cc(=O)n(-c3ccc(Cl)cc3)nc12 | 6 | 3 | -1% | -1.4 | -12% | ? | -5% | 19% | 5%
CCOC(=O)c1[nH]c2ccc(OC)cc2c1C | . | -1 | 1% | . | 2% | 8% | 14% | 12% | 0%
CCOC(=O)C1C(c2cc(OC)c(O)c(OC)c2)NC(=S)NC1(O)C(F)(F)F (configuration not stated) | -11 | -5 | -5% | -0.2 | 0% | -3% | 8% | -29% | 0%
Cc1cc(S(=O)(=O)NCc2ccc3c(c2)OCO3)ccc1F | -9 | -11 | -5% | 0.0 | -3% | ? | -7% | -12% | 1%

4 compounds from above, arranged by molar mass, falling.
SMILES | D2 antag | LDHA block | Glioma ERSR ind | D2 ag | Vif-APOBEC3G blk | 12-LOX inh | ERG-DNA inh | RGS4 inh | Vif-A3F inh
COc1cc2c(-c3cccc(Cl)c3)nc3c(c(C)nn3-c3ccccc3)c2cc1OC | . | -1 | -3% | . | 0% | 3% | -2% | -4% | 2%
Clc1ccc(Nc2ncnc3c2cnn3-c2ccccc2)cc1 | 0 | -1 | 2% | 0.3 | -16% | 25µM* | 12% | -11% | ?
Cc1ccc(Nc2ccncc2S(N)(=O)=O)cc1 | . | -2 | -2% | . | -2% | i | 24% | -8% | -7%
CCOC(=O)c1[nH]c2ccc(OC)cc2c1C | . | -1 | 1% | . | 2% | 8% | 14% | 12% | 0%

An excerpt; count on the stated rates, not on these rows.
